Pf growth 96h: P. falciparum growth inhibition at 96 hours. P. falciparum luciferase reporter growth, 96 h. Potency, µM (doses to about 28.7 µM), for inactives: at the top dose activity change, negative = inhibition, usual class: inhibitors. 320,000 compounds, 6.9% hits; note: potency is the fitted concentration of half-maximal effect; % is set by controls: 0 for no effect and ±100 for the full control effect
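Erythrocytes infected with luciferase-expressing P. falciparum were dispensed at 2% hematocrit and 0.05% parasitemia (final), then incubated with compounds 96 hours at 37 C in 5% CO2. Luminescence after detection reagent addition reported growth.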
HCV inhibitor: inhibitors of hepatitis C virus infection | Potency, µM (highest dose often 41.8 µM), for the others: at the top dose activity change, negative = inhibition, actives largely listed as inhibitors | Huh7.5.1 HCVcc-Cre infection, luciferase reporter, 44 h | 340,000 compounds, 3.4% hits; note: potency is the fitted concentration of half-maximal effect; % is set by controls: 0 for no effect and ±100 for the full control effect
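HCVcc-Cre virus at an moi near 0.5 was added right after compound to cells cultured 4 h from seeding (1,000 cells/well). Luciferase activity was determined 44 h later, 15 min after substrate addition at RT.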
Pf growth 48h: inhibits P. falciparum growth in the first generation, 48 h; P. falciparum luciferase growth in erythrocytes, 48 h; Potency, µM (top dose mostly 28.7 µM), for the others: top-dose activity change, negative = inhibition, hits mostly inhibitors; 310,000 compounds, 5.9% hits; AID 504832; note: potency is the fitted concentration of half-maximal effect; % is set by controls: 0 for no effect and ±100 for the full control effect
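Parasite viability was followed by luminescence of a genomically integrated firefly luciferase. Cultures held 0.1% parasitemia at 2% hematocrit (final), incubated under 5% CO2 at 37 C.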
CHX counter: affects cycloheximide protein synthesis inhibition readout, counter-screen | cell reporter, cycloheximide protein synthesis inhibition counterscreen | max response, % | 300,000 compounds, 12% hits; in the data active = max response mostly above about 13%, no sharp cut-off; inactive = mostly below about 14%; note: read at 38.3 µM for the half of the compounds with a filed dose; 0% is about no effect
Shiga toxin inh: blocks Shiga toxin action in Vero cells; Vero cells, Shiga toxin protein synthesis inhibition reporter; inhibition, % at 38.7 µM; 290,000 compounds, 9.2% hits; in the data active = inhibition mostly above about 28%, no sharp cut-off; inactive = mostly below about 43%; note: 0% is about no effect
LmPK inh: LmPK (Leishmania mexicana) enzyme inhibition; Q27686; Potency, µM (titrated, usually from 57.5 µM), for the others: top-dose activity change, negative = inhibition, most hits filed as inhibitors; 290,000 compounds, 0.37% hits; purified LmPK, Kinase-Glo ATP luminescence, 1 h; note: potency is the fitted concentration of half-maximal effect; % is set by controls: 0 for no effect and ±100 for the full control effect
Target sequence (Q27686 whole entry, looked up): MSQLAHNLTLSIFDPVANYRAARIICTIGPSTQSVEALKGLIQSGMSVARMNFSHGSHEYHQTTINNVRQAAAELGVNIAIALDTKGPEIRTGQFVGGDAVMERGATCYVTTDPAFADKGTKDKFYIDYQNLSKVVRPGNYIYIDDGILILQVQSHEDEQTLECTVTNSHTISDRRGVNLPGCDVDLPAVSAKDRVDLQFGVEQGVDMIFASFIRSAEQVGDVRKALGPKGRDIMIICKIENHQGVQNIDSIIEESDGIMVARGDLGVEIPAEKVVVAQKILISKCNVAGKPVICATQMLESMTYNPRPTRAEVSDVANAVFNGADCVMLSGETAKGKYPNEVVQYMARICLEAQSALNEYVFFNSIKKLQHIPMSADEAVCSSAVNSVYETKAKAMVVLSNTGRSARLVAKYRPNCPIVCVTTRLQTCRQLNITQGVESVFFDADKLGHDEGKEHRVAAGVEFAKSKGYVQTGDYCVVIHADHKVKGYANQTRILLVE
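ATP generated from ADP (0.1 mM) and PEP (0.5 mM) by 0.1 nM LmPK over 1 h at room temperature (pH 7.2 imidazole buffer) was detected by coupled luciferase luminescence. Values were normalized to uninhibited and no-enzyme wells.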
Tb PYK inh: T. brucei pyruvate kinase inhibition; Q57TT1; TbPYK enzyme, Kinase-Glo Plus ATP luminescence, 45 min; Potency, µM (titrated, usually from 76.8 µM), without a hit: top-dose activity, negative = inhibition, hits mostly inhibitors; 410,000 compounds, 0.12% hits; AID 624173; note: potency is the fitted concentration of half-maximal effect; % is set by controls: 0 for no effect and ±100 for the full control effect; nearly all actives have a fitted effect of over 50% in size
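Glycolytic pyruvate kinase of T. brucei was incubated with substrate, test compound and 130 uM ADP for 45 minutes at room temperature. Luminescent Kinase-Glo Plus signal was measured after 10 minutes.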
* marks the source's active call; other numbers are inactive results; ? = inconclusive; / = not tested or not shown; & = joins results of further samples; [ ] = another dose, or the depositor's remark. Unless noted, calls come from the whole dose curve; as a rule, active = well fitted curve in the direction sought with a large enough effect; inconclusive = small, poorly fitted or top-dose-only effect, or another doubt; inactive = no such curve, though single readings can be large; an effect the other way counts as inactive or inconclusive.

SMILES	Pf growth 96h	HCV inhibitor	Pf growth 48h	CHX counter	Shiga toxin inh	LmPK inh	Tb PYK inh
Cc1noc(C)c1COc1ccccc1C(=O)N(C)Cc1ccc(C(C)(C)C)cc1	15µM*	?	12µM*	/	/	/	0%
COc1cc(/C(C)=N/NC(=O)C(O)(c2ccccc2)c2ccccc2)ccc1O	-1%	15%	-2%	11	3	2%	4%
C=CCc1ccc(OCc2ccc(C(=O)Nc3ccc(NC(C)=O)cc3)o2)c(OC)c1	?	?	-11%[0.00184 µM]	47*	136*	2%	9%&0%
C[n+]1ccc(-c2ccncc2)cc1	?	4%	-1%	2	9	-3%	-16%
O=C1CSC2N1CCNC21CCCCC1 (configuration not stated)	29%	21%	-2%	-2	20	-10%	-1%
CC1CN(C(=O)c2cc(S(=O)(=O)N3CCN(c4ccccc4)CC3)ccc2Cl)CC(C)O1 (configuration not stated)	?	?	?	/	/	/	-4%
O=C(O)C1=C[C@@H](C2CCCCC2)C[C@@H](OCc2ccc(CO)cc2)O1	86%[activator]	-3%	52%[activator]	-2	7	-3%	-9%
CCN(CC)S(=O)(=O)c1cc(NS(=O)(=O)c2cccc(Cl)c2)ccc1C	2%	-11%	-1%	-1	-14	2%	-5%
Cc1cccc2cc(COC(=O)c3ccco3)c(=O)[nH]c12	?	8%	11%	-4	30	-1%	1%
Cc1ccc(OCC(=O)NNC(=O)CCC(=O)NCc2ccccc2)cc1	?	-12%	-10%	-2	12	-1%	1%
COc1ccc(Cl)cc1S(=O)(=O)N1CCN(C(=O)c2ccco2)CC1	/	3%	-25%	-2	-8	1%	-3%
COc1cc(C(O)c2nc3ccccc3s2)cc(OC)c1OC (configuration not stated)	-2%	7.1µM*	-8%	-4	3	5%	9%
Cc1nc(NC(=O)/C=C/c2ccccc2)sc1C(=O)N1CCCCC1	?	-1%	-9%	9	25	1%	3%
COc1ccc(Cn2nnnc2C(c2ccccc2Cl)N2CCN(C)CC2)cc1 (configuration not stated)	117%[activator]	-10%&-3%	-17%	-2	-15	-1%	-3%
CN(C)c1ccc(C2CNC(c3ccc(Cl)c([N+](=O)[O-])c3)c3[nH]c4ccccc4c32)cc1 (configuration not stated)	?	-26%	?	2	33	-1%	1%
N#Cc1ccc(NC(=O)c2cccs2)nc1	94%[activator]	13%	93%[activator]	24*	74*	-9%	-13%
CNC(=O)c1sc(=S)n(-c2ccc(OC)cc2)c1N	16%	-6%	-5%	-2	-7	1%	0%
C#CCOCCOCCOCCNc1nc(OC)nc(N2CCN(C(=O)[C@H](CCCCN)n3cc(C(N)CO)nn3)CC2)n1 (some centres not stated)	18%	/	74%	-2	-4	-7%	/
O=C(O)C1SCCN1S(=O)(=O)c1ccc2ccccc2c1 (configuration not stated)	16%	-3%	-11%	-3	-3	3%	-3%
Nc1nc2nc[nH]c2c(=O)[nH]1	?	5µM*	?	/	/	/	-1%
COc1ccc(OCC(=O)N/N=C/c2ccncc2)cc1	-52%[5.75 µM]	4%	-26%	0	-18	3%	-7%
Nc1cc(C(=O)OCC(=O)NCc2ccco2)ccc1Cl	20%	16%	26%	6	15	2%	-2%
COCc1cc(Sc2ccc(Br)cc2)nc(-c2ccccc2)n1	-9%	-10%	?	-3	-23	-1%	0%
O=C(O)COc1nc(Cl)c(Cl)cc1Cl	/	/	/	9	19	/	0%[157 µM]
Cn1c(=O)n(C)c2cc([N+](=O)[O-])c(N3CCN(CCO)CC3)cc21	?	22%	0%	-1	-4	3%	4%
Cc1cccc(NC(=S)NC2CCCCCC2)c1C	216%[activator]	-13%	?	-2	12	2%	-11%
CCCOc1ccc(N2CC(C(=O)Nc3ccccc3C(=O)NCc3ccco3)CC2=O)cc1 (configuration not stated)	16%	?	9.3µM*	0	-11	6%	-7%
CC1=C(C(=O)NC2CC(C)(C)Cc3c2cnn3-c2ccc(C)cc2)OCCO1 (configuration not stated)	?	/	-13%	11	-3	-1%	-6%
COc1ccc(CCN2C(=O)C3C4CC(C5C(C(N)=O)=NOC45)C3C2=O)cc1OC (configuration not stated)	32%[activator]	4%	/	-1	-5	4%	3%
O=C(NC(=S)NCc1ccccc1)c1ccc(Br)o1	2%	/	22%	12	27	-10%	/
C=C(C)C(=O)Nc1nnc(-c2cccs2)s1	28%	0%	4%	21*	81*	-11%	0%
C=CCN(C(=O)c1csnn1)C(C(=O)NC1CCCC1)c1cccs1 (configuration not stated)	-16%	-13%	17%	-4	-7	-8%	2%
COc1ccc(/C=C/C(=O)N2CCNC(=O)C2)c(OC)c1	64%[activator]	13%	37%[activator]	14*	27	-1%	-1%
Cc1ccc(S(=O)(=O)Nc2cc(C)c(O)c(S(=O)(=O)c3ccc(C)cc3)c2)cc1	?	-2%	?	-4	11	4%	0%
O=C(CC1C(=O)NCCN1C(=O)Nc1ccc(F)cc1F)Nc1ccc(F)cc1 (configuration not stated)	18%	17%	10%	0	13	5%	11%
COc1cccc(-n2c(O)c(C=NCCN3CCOCC3)c(=O)[nH]c2=O)c1	6%	5%	2%	-1	-6	1%	2%
Cc1ccc(S(=O)(=O)NC(C)C(=O)Nc2ccc3c(c2)OCO3)cc1 (configuration not stated)	27%	5%	?	10	18	1%	-8%
COc1cccc(N2C(=O)CC(=O)NC2=O)c1	401%[activator]	7%	6%	-7	-11	-2%	-3%
O=C(CSc1ccccn1)Nc1ccc2[nH]c(=O)[nH]c2c1	45%[activator]	15%	39%[activator]	/	/	/	-5%
Cc1ccc(N=C2C(=O)Nc3c(C)cccc32)cc1	10µM*	11%	1%	1	-9	-9%	6%
COc1ccc2c(C)c(CCC(=O)NC3CC3)c(=O)oc2c1	?	-8%	19%	1	8	-8%	-3%
CSc1cccc(Nc2ccc(S(=O)(=O)N3CCOCC3)cc2[N+](=O)[O-])c1	?	?	?	/	/	/	1%
CCCCCC(=O)Nc1cccc(S(=O)(=O)NC2=NCCCCC2)c1	?	-22%	?	/	/	/	4%
CC(=O)NCc1cc(-c2ccc(Cl)cc2)no1	-9%[1.15 µM]	?	-7%	-1	29	3%	-2%
Cc1c(Cl)cccc1N1C(=O)CC(NNC(=O)c2cccs2)C1=O (configuration not stated)	9%	17%	7%	20*	18	0%	1%
COc1cc(NC(=O)C2=C(N3CCOCC3)/C(=C\c3ccc(Cl)cc3Cl)CC2)cc(OC)c1OC	?	?	-21%	-4	-13	-2%	3%
CCOC(=O)c1c(S(=O)(=O)N2CCN(c3ccc(F)cc3)CC2)c(C)n(C)c1C	-2%	6%	-7%	-2	-5	2%	-6%
O=c1[nH]cc(COCC(F)CCl)c(=O)[nH]1 (configuration not stated)	8%	11%	-7%	-5	-7	2%	3%
CCC(C)CCN1C(Nc2ccccc2)=NC[C@@H]1CC(C)C (some centres not stated)	?	-28%	?	2	-4	-1%	-2%
Cn1c2c(c(=O)n(C)c1=O)NC1(N2)C(=O)Nc2ccccc21 (configuration not stated)	?	1%	?	-1	-7	-3%	7%
(listing goes on)
SMILES	Pf growth 96h	HCV inhibitor	Pf growth 48h	CHX counter	Shiga toxin inh	LmPK inh	Tb PYK inh
O=C1COc2ccc(S(=O)(=O)NCCc3ccc(Cl)cc3)cc2N1	?	0%	-15%	-8	3	5%	-2%
COc1ccc(CNC(=O)CN(Cc2ccccc2)C(=O)c2csnn2)cc1	?	-6%	12%	-2	-2	2%	-2%
CCc1c(C(=O)NC(C)C2CCCO2)csc1C (configuration not stated)	-25%	1%	16%	6	-29	-9%	-2%
COc1cccc(C2=CC(c3ccc(C)cc3)n3ncnc3N2)c1 (configuration not stated)	46%	/	?	-1	18	3%	/
COCCNC(=O)CN(Cc1ccco1)C(=O)CCC(=O)Nc1nccs1	?	12%	3%	-8	-8	0%	1%
COc1ccc(-c2nnn(CC(=O)N(Cc3ccco3)C(C(=O)NCC3CCCO3)c3ccco3)n2)cc1 (configuration not stated)	31%[activator]	1%	3%	1	-13	9%	5%
O=C(CN1C(=O)NC2NC(=O)NC21)N/N=C/c1ccc(F)cc1 (configuration not stated)	-9%	20%	22%	10	-4	3%	3%
COc1ccccc1CC(=O)Nc1ccc2nc(C)sc2c1	34%[activator]	-3%	54%[activator]	25*	80*	1%	-8%
CCCc1cn(S(=O)(=O)c2ccc(OC)cc2OC)nc1N	-21%	?	10%	12	17	0%	-1%
Cc1ccccc1NC(=O)Cc1nc(-c2c[nH]c(C(=O)N3CCCC3)c2)cs1	10µM*	?	9.3µM*	/	/	/	-12%
COc1cc2c(cc1OC)CC(=O)N(C)CC2	-20%	28%	-7%	-3	3	6%	6%
CCN(CC)CCCNC(=O)Cn1cnc2sc(C)c(S(=O)(=O)N3CCC(C)CC3)c2c1=O	?	15%	15%	-1	-5	-3%	2%
CN(C(=S)NC(=O)c1ccccc1Br)C1CCCCC1	4.7µM*	-1%	-12%	4	25	0%	-6%
CCOc1ccc(CNc2ccc(N3CCN(Cc4ccccc4)CC3)cc2)cc1	9.3µM*	10µM*	3%	1	-11	0%	4%
COc1cccc(NC(=O)c2cc(-c3ccncc3)nc3c(C)cc(C)cc23)c1	?	10µM*	?	-1	-10	-1%	2%
COCCNC(=O)CN1CCN(C(c2ccccc2)c2ccccc2)CC1	?	-16%&-30%	?	-2	-6	2%	3%
COCC(C)NC(=O)CSc1ncnc2sc(-c3ccccc3)cc12 (configuration not stated)	-12%	?	7%	12	33	-11%	-14%
O=C(NCc1ccc2c(c1)OCO2)c1ccc2c(=O)n(C3CCCC3)c(=O)[nH]c2c1	5%	?	?	7	-12	1%	-1%
Cn1cnc([N+](=O)[O-])c1Sc1ccc(C(C)(C)C)cc1	?	-12%	?	6	11	8%	2%
Fc1cccc(/C=N/n2c(C3CCCCC3)n[nH]c2=S)c1	42%[activator]	10%	14%	1	24	-2%	?
COc1ccccc1-n1c(O)c(C=NCCCn2ccnc2)c(=O)[nH]c1=O	38%[activator]	-4%	/	-5	-13	13%	-1%

High-throughput results as filed in PubChem BioAssay.
